# High-throughput results (PubChem BioAssay)
# All columns: NCI-60 one-dose screen, growth in % after 48 h at 10 µM unless noted; 100 = growth as untreated, 0 = no growth, -100 = all killed.
# IGROV1: IGROV1 ovarian cancer; hit rate 4.7% among 79,000
# NCI-H23: NCI-H23 lung cancer; hit rate 4% among 80,000
# SN12C: SN12C renal cancer cells | AID 1794767 | hit rate 3.8% among 81,000
# OVCAR-4: OVCAR-4 ovarian cancer cells; hit rate 3.7% among 80,000; AID 1794784
# OVCAR-3: OVCAR-3 ovarian cancer; AID 1794787; hit rate 7% among 79,000
# OVCAR-5: OVCAR-5 ovarian cancer | hit rate 2.9% among 82,000 | AID 1794783
# NCI/ADR-RES: NCI/ADR-RES ovarian cells; hit rate 4.4% among 81,000; AID 1794790
# NCI-H226: NCI-H226 lung cancer; AID 1794732; hit rate 3.5% among 79,000
# SK-OV-3: SK-OV-3 ovarian cancer cells; hit rate 3.2% among 80,000
# Active calls of the source: *; x = not tested or not shown; & = joins results of further samples; [ ] = remark or other dose. The calls were made as follows: active = growth percent below 10; inactive = the rest. This is a random part of the collection; overall some 9.4% were active at least once.
SMILES,IGROV1,NCI-H23,SN12C,OVCAR-4,OVCAR-3,OVCAR-5,NCI/ADR-RES,NCI-H226,SK-OV-3
Cc1c[n+]([O-])cc(C)c1[N+](=O)[O-],120&119,105&102,112&96,105,117&124,99&105,102&104,102&101,104&107
O=C1C2CCCN2C(=O)c2ccccc2N1Cc1cn(-c2ccc(Br)cc2)nn1 (stereo not given),97,104,98,95,106,100,97,91,96
COC(=O)/C=C/c1cccc([N+](=O)[O-])c1,106,100,97,109,96,111,96,89,107
Cc1nn(-c2ccccc2)c2sc(C(=O)Nc3ccc(Cl)cc3)cc12,106,x,106,118,122,105,102,100,107
O=[N+]([O-])c1cccc(-c2ccccc2-c2nc(-c3ccccc3)c(-c3ccccc3)n2C2CC2)c1,29,46,67,50,60,83,51,69,75
CC(=O)NCCOc1ccc([N+](=O)[O-])cc1Cl,100,108,103,117,110,93,114,97,107
C[C@]12O[C@H]1CC[C@H]1[C@@]2(C)CC[C@]2(O)C(=O)O[C@H](c3ccoc3)C[C@]12C,100,101,103,108,106,104,108,116,102
Cc1c/c(=N\NC(=O)Nc2ccc(Cl)cc2)oc2cc(O)ccc12,104,105,110,108,107,99,108,98,85
Cc1cc2c3ccccc3[nH]c(=O)n2n1,110,103,100,101,109,101,106,103,100
Cc1ccc(C(=O)O)c(NC=O)c1OCc1ccccc1,130,104,91,110,116,111,102,118,103
COc1ccc2nc(NC(=O)CSc3nnc(-c4cccnc4Nc4cc(OC)c(OC)c(OC)c4)n3-c3ccccc3)sc2c1,104,95,93,94,103,97,94,96,111
CC(=O)O[C@H]1CC[C@]2(C)C3=CC[C@]4(C)[C@@H](C(C)=O)CC[C@H]4[C@@]34C=C[C@]2(C1)C1C(=O)OC(=O)C14 (stereo not given in full),111,112,98,110,106,102,105,108,112
Nc1ccccc1-c1cc2c(c3c1[nH]c1ccccc13)CCCCCCC2,88,83,87,89,82,117,98,106,107
Brc1ccc(-c2nnc3sc(/C=C/c4ccccc4)nn23)cc1,105,96,102,101,x,105,101,96,105
CCCCC(CC)COP(=O)(O)O (stereo not given),103,101&102,94&102,101&104,114&104,103,108&102,115&95,103&102
CCOC(=O)C(Cc1ccccc1)C(=O)OCC,116,103,102,105,115,101,117,91,99
Cc1ccc(NC(=O)N/N=c2\cc(C)c3ccc(O)cc3o2)cc1,98,101,96,100,102,105,112,98,83
CC1(C)CCC(C)(C)C2CC3C(CC21)C(C)(C)CCC3(C)C (stereo not given),124,103,103,121,123,95,102,110,109
C/C=C(\C)C(C#N)(CCCC)C(=O)OCC (stereo not given),115,110,100,104,114,104,119,98,113
Cc1nc2cnc(N)c(C#Cc3cncc(C(=O)Nc4ccc(CN5CCN(C)CC5)c(C(F)(F)F)c4)c3)c2nc1C,-10*,-9.5*,9.5*,-11*,8.7*,8.9*,36,3.7*,8.1*
CCCCCc1c(C)[nH]c(/C=C2\N=C(c3ccc[nH]3)C=C2OCc2ccccc2)c1C,-66*[100 µM],-67*[100 µM],-77*[100 µM],-89*[100 µM],-89*[100 µM],-98*[100 µM],-49*[100 µM],-42*[100 µM],-97*[100 µM]
S=c1[nH]nc(-c2cc3ccc2CCc2ccc(cc2)CC3)n1Cc1ccccc1,108,106,101,98,119,107,108,107,118
NC(C(=O)c1ccccc1)c1ccccc1 (stereo not given),110,100,105,107,107,109,103,105,105
Cc1cc(N)c(S(=O)(=O)O)cc1Cl,111,102,99,99,102,95,108,100,101
CNCCCNc1nc2ccccc2c2c(=O)c3cc(OC)ccc3sc12,68,80,78,61,76,92,81,96,85

# Continued:
SMILES,IGROV1,NCI-H23,SN12C,OVCAR-4,OVCAR-3,OVCAR-5,NCI/ADR-RES,NCI-H226,SK-OV-3
COc1cc(CN)ccc1O,79,99,82,108,105,96,94,100,94
CC1CCNCC1,108,x,106,108,117,103,104,110,114
O=C1c2ccccc2C(=O)c2c1ccc(C(=O)O)c2[N+](=O)[O-],105,101,101,96,115,102,103,107,108
COC(=O)c1ccc2nc(-c3c(-c4ccc(F)cc4)nc4sccn34)[nH]c2c1,94,95,104,100,100,117,95,89,96
Cn1c2c(cc(S(=O)(=O)c3ccccc3)c1=O)CCc1c-2cnn1-c1ccc(Cl)cc1,51,70,x,-9.9*,56,26,39,-15*,2.0*
CCN(CCC#N)c1cccc(C)c1,114,109,101,98,117,104,119,101,104
O=[N+]([O-])c1ccc(N=NNc2ccccc2)cc1,101,89,95,x,118,92,102,102,104
COc1cc(CO)cc(OC)c1OC,112,109,102,x,107,98,104,107,99
Nc1c2c(=O)[nH]c(O)cc2nn1-c1ccccc1,108,97,104,108,120,92,105,102,96
COc1ccc(/C=C2\C(=O)Nc3ccc(F)cc32)cc1OCc1ccccn1,103,77,98,83,78,106,55,73,114
Cc1cc2c(n1C)CSCC2=O,115[100 µM],104[100 µM],105[100 µM],102[100 µM],106[100 µM],96[100 µM],105[100 µM],100[100 µM],93[100 µM]
COc1ccc(-c2nc3cc(Cl)c(Cl)cc3n2CC(=O)N=Nc2c(O)[nH]c3ccccc23)cc1,53,31,38,75,x,63,44,-8.8*,100
COc1cccc(-n2nc(C(=O)Nc3ccccc3)nc2-c2cc(OC)c(OC)c(OC)c2)c1,93,111,100,82,100,90,93,97,102
C=C(C)[C@@H]1CC[C@]2(C(=O)n3ccnc3)CC[C@]3(C)[C@H](CC[C@@H]4[C@@]5(C)CCCNC(C)(C)[C@@H]5CC[C@]43C)[C@@H]12,20,39,30,38,31,75,33,65,62
CCN(CC)C(=O)c1ccc(C)cc1,125,112,120,109,113,105,108,119,113
CCOC(=O)C(=O)C(C#N)c1ccccc1 (stereo not given),114,92,x,105,113,108,98,98,101
COc1cc(CC2C(=O)OCC2C(=O)c2ccc3c(c2)OCO3)cc(OC)c1OC (stereo not given),112,100,99,111,106,94,109,101,100
COc1ccc(-c2nc(-c3ccc(-c4nc5ccc(F)cc5[nH]4)cc3)no2)cc1,102,99,93,96,102,109,97,92,109
COc1ccc(OC)c(C(=O)C(=O)c2cc(OC)ccc2OC)c1,96,85,94,85,105,105,111,95,105
Cc1cc(C)nc(SCC(=O)Nc2ccc(-c3nc4ccccc4[nH]3)cc2)n1,97,x,71,97,93,102,103,96,125
O=C1OC(c2ccccc2)(c2ccccc2)c2ccccc21,113,100,89,97,108,91,96,100,92
COCCCNc1nc2ccccc2c2c(=O)c3cc(OC)ccc3sc12,96,84,90,96,111,93,84,85,107
O=C1C=C/C(=C2/C=CC(=O)C3C(=O)C=CC(=O)C23)c2c(O)ccc(O)c21 (stereo not given),105,105,107,112,101,106,106,110,107
Cc1cc(=O)c(O)c(C)o1,105,101,106,103,123,98,101,96,114
O=C1CSCc2nc3ccccc3n21,91,91,90,106,102,104,100,101,101

# Looked up by compound from the list above:
SMILES,IGROV1,NCI-H23,SN12C,OVCAR-4,OVCAR-3,OVCAR-5,NCI/ADR-RES,NCI-H226,SK-OV-3
Cc1cc(C)nc(SCC(=O)Nc2ccc(-c3nc4ccccc4[nH]3)cc2)n1,97,x,71,97,93,102,103,96,125
CCN(CCC#N)c1cccc(C)c1,114,109,101,98,117,104,119,101,104

# Continued:
SMILES,IGROV1,NCI-H23,SN12C,OVCAR-4,OVCAR-3,OVCAR-5,NCI/ADR-RES,NCI-H226,SK-OV-3
COc1ccc2[nH]cc(-c3cc(N)n4nc(-c5cn(C)c6ccccc56)cc4n3)c2c1,-64*,x,-73*,-58*,-43*,-86*,-45*,-19*,-84*
COc1cc(C(=O)/C=C/c2c(C)n([O-])c3ccc(Cl)cc3[n+]2=O)cc(OC)c1OC,-30*,72,56,71,23,87,39,93,87
Cc1ccc2nc(Cl)c(Cn3nnc(SCc4ccccc4)n3)cc2c1,97,97,95,97,106,90,97,86,94
CC(I)CNC1=NCC(=O)N1 (stereo not given),107,97,100,66,96,90,99,98,71
O=C1c2cccc3cc([N+](=O)[O-])cc(c23)C(=O)N1CCN1CCCC1,-2.6*,-22*,-18*,3.1*,-17*,-1.7*,-2.5*,-62*,-0.1*
COCCCNCC(=O)Nc1ccc(S(=O)(=O)c2ccc(NC(=O)CNCCCOC)cc2)cc1,100,100,100,106,94,105,103,101,81
O=C1NC(CCCl)C(=O)NC1CCCl (stereo not given),105&106,93&101,112&101,99&109,116&106,102&97,102&96,101&106,108&99
Cc1[nH]n(-c2ccccc2)c(=O)c1C=Nc1ccc(Br)cc1,67,91,91,45,87,73,72,67,88
O=Nc1c(O)[nH]c2ccc(Cl)c(Cl)c12,97,102,100,108,108,123,117,110,101
C#CCOc1ccc(C(Nc2ccc(F)c(F)c2)c2nnnn2C2CCCCC2)cc1 (stereo not given),89,93,90,97,103,86,79,92,107
O=C(n1ccc2cc(OS(=O)(=O)c3ccc(C(F)(F)F)cc3)ccc21)C12CC3CC(CC(C3)C1)C2,94,95,97,98,104,100,97,x,126
CC(C)CCSc1nc(NC2CC2)c(C#N)c(-c2ccc(C(C)C)cc2)n1,113,101,106,112,117,111,108,106,96
O=C(N/N=C/c1coc2ccc(Cl)cc2c1=O)c1cc2oc(-c3ccccc3)cc2[nH]1,x,99,103,95,96,64,89,97,100
CNC(=O)c1cc(-n2ccc3cc(NC(=S)Nc4ccccc4)ccc32)ccn1,113,106,103,104,107,109,107,100,104
Cc1ccc(S(=O)(=O)N(C)c2ccccc2C(=O)NO)cc1,108,107,97,100,111,104,102,107,106
COc1ccc(-c2cc(-c3ccc(OC)cc3)nc(N3CCN(CCNc4ccnc5cc(Cl)ccc45)CC3)n2)cc1,85,106,84,94,110,104,96,81,91
CCCCOc1ccccc1/C=C1/SC(N2CCC(C)CC2)=NC1=O,79,88,88,82,100,105,89,83,104
O=C1CSC(=S)N1/N=C/c1cccc2ccccc12,118,95,94,104,100,97,99,93,101
CC1=C(C(=O)Nc2ccc(Cl)cc2)C2(C(=O)Nc3ccccc32)N(C)C(=O)N1 (stereo not given),107,90,97,109,111,100,101,97,99
O[C@@H]1Cc2ccc3ccccc3c2N[C@H](c2cccs2)C1,116,96,98,96,107,97,99,95,96
COC(=O)c1cc(Br)ccc1O,110,110,100,110,117,100,107,101,108
COC(=O)C1=CC(=O)N2CCN=C2S1,108,106,98,98,114,93,107,x,117
O=C(Nc1nc(-c2ccccc2)cs1)c1ccc(Cc2n[nH]c(=O)c3cccnc23)cc1,90,94,96,109,107,100,101,99,100
NC(N)=NCc1ccccc1,108,108,95,108,115,110,108,96,103
Oc1c(CN2CCOCC2)cc(CN2CCOCC2)cc1CN1CCOCC1,103&125,102&100,96&105,112&113,111&120,85&107,109&105,104&108,101&97

# The list continues:
SMILES,IGROV1,NCI-H23,SN12C,OVCAR-4,OVCAR-3,OVCAR-5,NCI/ADR-RES,NCI-H226,SK-OV-3
Cc1cc(N)c(S(=O)(=O)O)c(N)c1,130,97,94,103,112,x,x,100,100
CCOC(=O)C(Cc1ccc(OC)c(OC)c1)C(Cc1ccc(OC)c(OC)c1)C(=O)OCC (stereo not given),x,105,98,94,117,102,101,98,96
Cc1ccc(-c2cnc3sc4ccccc4n23)cc1,79,91,93,97,99,113,94,64,89
c1ccn2nnnc2c1,113,95,93,103,71,105,102,111,x
O=S(=O)(NCCCNc1nccc(-c2cn(-c3ccccc3)nc2-c2ccc(Cl)c(O)c2)n1)c1ccccc1,74,78,67,71,67,118,33,76,84
c1ccc(Cn2cnc3ccc(-c4nc(-c5cccc6ccccc56)cn5ccnc45)cc32)cc1,89,90,94,92,99,98,94,100,107
C[N+]1=C(/C=C\C=C\c2ccccc2)C(C)(C)c2ccccc21,20,19,-2.2*,40,-4.6*,45,75,64,93
O=C1c2ccccc2C(=O)c2cc(SC(=S)N3CCCC3)ccc21,10,83,79,77,95,91,107,98,103
O=C(/C=C\c1ccc(O)c(O)c1)O[C@@H]1C[C@](O)(C(=O)O)C[C@@H](O)[C@H]1O,109,107,91,107,110,99,106,98,87
Nc1nc2c([N+](=O)[O-])cccc2s1,104,95,90,97,106,106,100,98,100
COc1cccc(-c2nn(-c3ccccc3)cc2-c2ccnc(NCCCNC(=O)Nc3ccc(Cl)c(Cl)c3)c2)c1,37,15,38,31,29,54,-20*,48,22
O=C(O)C(Cc1ccccc1N(CCO)CCO)N1C(=O)c2ccccc2C1=O (stereo not given),111&102,103&115,107&98,90,107&113,95&128,100&112,106&110,99&106
COC(=O)C1(c2ccccc2)CC2Cc3cc(F)ccc3N1O2 (stereo not given),88,89,93,90,97,81,98,99,103
O=C1c2ccccc2C(=O)N1CC(O)CCl (stereo not given),94,105,108,98,108,108,105,115,99
Nc1nc2c(C(=O)Nc3ccc(Cl)cc3)c(Nc3ccccc3)nn2c(Nc2ccccc2)c1-c1nc2ccccc2s1,77,56,78,72,x,98,91,58,80

# Among those listed so far, these contain a nitro group on carbon:
SMILES,IGROV1,NCI-H23,SN12C,OVCAR-4,OVCAR-3,OVCAR-5,NCI/ADR-RES,NCI-H226,SK-OV-3
Cc1c[n+]([O-])cc(C)c1[N+](=O)[O-],120&119,105&102,112&96,105,117&124,99&105,102&104,102&101,104&107
COC(=O)/C=C/c1cccc([N+](=O)[O-])c1,106,100,97,109,96,111,96,89,107
O=[N+]([O-])c1cccc(-c2ccccc2-c2nc(-c3ccccc3)c(-c3ccccc3)n2C2CC2)c1,29,46,67,50,60,83,51,69,75
CC(=O)NCCOc1ccc([N+](=O)[O-])cc1Cl,100,108,103,117,110,93,114,97,107
O=C1c2ccccc2C(=O)c2c1ccc(C(=O)O)c2[N+](=O)[O-],105,101,101,96,115,102,103,107,108
O=[N+]([O-])c1ccc(N=NNc2ccccc2)cc1,101,89,95,x,118,92,102,102,104
O=C1c2cccc3cc([N+](=O)[O-])cc(c23)C(=O)N1CCN1CCCC1,-2.6*,-22*,-18*,3.1*,-17*,-1.7*,-2.5*,-62*,-0.1*
Nc1nc2c([N+](=O)[O-])cccc2s1,104,95,90,97,106,106,100,98,100
